pPAFAH FP inh: inhibitors of human plasma PAF acetylhydrolase (pPAFAH). recombinant pPAFAH, FP-rhodamine probe fluorescence polarization. inhibition, % at 3.39 µM. Q13093. hit rate 1.5% among 330,000. AID 463082;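 active means inhibition above the mean inhibition across the screen plus 3 SD, cut at about 25% in these data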;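 further: inhibitors block binding of the rhodamine activity-based probe so polarization drops; 0% = enzyme with DMSO and 100% = wells lacking pPAFAH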
LYPLA1 counter: LYPLA1 (human) inhibition in PME1 counter-screen. O75608. recombinant LYPLA1, FP-Rh probe fluorescence polarization. inhibition, % at 5.9 µM. hit rate 0.16% among 320,000. AID 2174;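 active means inhibition above the mean of all tested compounds plus 3 SD, set per campaign, cut at about 14% in these data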;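 further: inhibitors block serine hydrolase probe labeling of LYPLA1 so polarization falls; 0% = enzyme with DMSO and 100% = wells lacking LYPLA1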
Target sequence (O75608 whole entry, looked up): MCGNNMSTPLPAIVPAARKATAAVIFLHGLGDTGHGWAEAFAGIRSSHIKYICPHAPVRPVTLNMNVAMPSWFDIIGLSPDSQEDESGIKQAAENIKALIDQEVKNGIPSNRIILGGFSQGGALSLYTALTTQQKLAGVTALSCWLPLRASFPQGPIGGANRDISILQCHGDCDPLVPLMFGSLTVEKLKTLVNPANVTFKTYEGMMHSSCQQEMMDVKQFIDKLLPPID
EBNA-1 inhibitor: blocks EBNA-1 binding to DNA; EBNA-1 DNA binding, fluorescence polarization; inhibition, % at 14.8 µM; hit rate 0.34% among 300,000; AID 1950; in the data active means inhibition above about 28%
PAFAH1B2 FP inh: PAFAH1B2 (human) inhibition | P68402 | recombinant PAFAH1B2, FP-rhodamine activity probe, fluorescence polarization | inhibition, % at 3.39 µM | hit rate 1.2% among 340,000;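 active means inhibition above the mean of all tested compounds plus 3 SD, cut at about 24% in these data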;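 further: 0% = enzyme with DMSO and 100% = wells lacking PAFAH1B2; many of its hits are not listed in these tables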
Target sequence (P68402 whole entry, looked up): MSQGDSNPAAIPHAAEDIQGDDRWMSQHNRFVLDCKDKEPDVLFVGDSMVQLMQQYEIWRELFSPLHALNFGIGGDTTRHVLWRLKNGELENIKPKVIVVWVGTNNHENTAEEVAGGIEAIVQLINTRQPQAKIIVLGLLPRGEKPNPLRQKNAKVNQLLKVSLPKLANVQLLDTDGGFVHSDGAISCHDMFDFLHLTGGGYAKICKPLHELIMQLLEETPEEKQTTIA
LYPLA2 inh: LYPLA2 (human) inhibition in PME1 counter-screen. O95372. recombinant LYPLA2, FP-Rh probe fluorescence polarization. inhibition, % at 5.9 µM. hit rate 0.38% among 320,000. AID 2177;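 active means inhibition above the screen-wide mean plus 3 SD, limit set per campaign, cut at about 26% in these data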;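 further: 0% = LYPLA2 with DMSO and 100% = wells lacking LYPLA2 enzyme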
Target sequence (O95372 whole entry, looked up): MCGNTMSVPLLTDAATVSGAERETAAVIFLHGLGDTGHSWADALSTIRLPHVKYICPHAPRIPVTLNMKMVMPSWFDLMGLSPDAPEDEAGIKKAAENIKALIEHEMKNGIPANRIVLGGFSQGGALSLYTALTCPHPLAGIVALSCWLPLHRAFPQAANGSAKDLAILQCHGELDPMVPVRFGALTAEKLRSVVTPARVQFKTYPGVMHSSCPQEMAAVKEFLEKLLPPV
PAFAH2 inh: inhibitors of human PAFAH2. Q99487. recombinant PAFAH2, FP-rhodamine activity probe, fluorescence polarization. inhibition, % at 3.39 µM. hit rate 0.99% among 340,000. AID 492956;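 active means inhibition above the mean over all tested compounds plus 3 SD, cut at about 30% in these data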;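 further: inhibitors block probe labeling of enzyme so polarization drops; 0% = enzyme with DMSO and 100% = wells lacking PAFAH2 protein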
ZTA DNA inh: ZTA (EBV) inhibition in EBNA-1 counter-screen. AID 2234. ZTA-DNA binding, fluorescence polarization. inhibition, % at 11 µM. P03206. hit rate 0.15% among 320,000; in the data active means inhibition above about 33%
Target sequence (P03206 whole entry, looked up): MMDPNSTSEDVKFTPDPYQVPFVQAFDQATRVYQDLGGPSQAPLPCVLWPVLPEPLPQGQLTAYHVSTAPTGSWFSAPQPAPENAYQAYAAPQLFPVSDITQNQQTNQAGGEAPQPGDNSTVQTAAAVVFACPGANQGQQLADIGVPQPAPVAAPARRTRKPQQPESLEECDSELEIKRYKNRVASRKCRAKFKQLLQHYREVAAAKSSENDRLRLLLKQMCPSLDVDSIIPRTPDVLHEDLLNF
PREPL inh: inhibits the human prolyl oligopeptidase-like enzyme. hit rate 0.68% among 320,000. recombinant PREPL, fluorescence polarization activity-based probe. AID 2751. inhibition, % at 5.96 µM. Q4J6C6; in the data active means inhibition above about 43%;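 further: 0% = enzyme with DMSO and 100% = wells lacking enzyme; many of its hits are not listed in these tables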
PAFAH1B3 FP inh: inhibitors of human PAFAH1B3; Q15102; recombinant PAFAH1B3, FP-rhodamine probe, fluorescence polarization; inhibition, % at 3.39 µM; hit rate 0.28% among 340,000; AID 492972;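 active means inhibition above the screen-wide average of all tested compounds plus 3 SD, cut at about 25% in these data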;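 further: 0% = enzyme with DMSO only and 100% = wells lacking PAFAH1B3 protein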
* marks the source's active call; other numbers are inactive results; . = no result given; & = joins results of further samples. These rows are one share of the data, so the mix of outcomes need not match the whole.

SMILES	pPAFAH FP inh	LYPLA1 counter	EBNA-1 inhibitor	PAFAH1B2 FP inh	LYPLA2 inh	PAFAH2 inh	ZTA DNA inh	PREPL inh	PAFAH1B3 FP inh
Cc1ncc([N+](=O)[O-])n1CC(=O)Nc1ccc(F)c(Cl)c1	5	5	-13	1	34*	-3	-10	9	9
O=C(O)c1ccc(N2C(=O)c3cccnc3C2=O)cc1	4	-3	13	4	2	1	-1	0	9
CC(C)N(CC(N)=O)C(=O)c1sc2cc(F)ccc2c1Cl	1	-1	8	1	1	5	-5	-7	1
C=CCn1c(SCC(=O)N2CCOCC2)nc2sc(CC)cc2c1=O	2	.	.	-9	.	1	.	3	1
CCC[C@H](CN[C@@H](CNC)[C@H](C)O)NCCc1ccc(OC)cc1	-7	0	10	9	-5	7	-12	12	4
O=C(NCc1cccnc1)c1ccc(COc2ccccc2Br)cc1	-13	-3	12	-1	0	9	-1	-22	3
COc1ccc(N2C(=O)CC(Nc3ccc(F)cc3)C2=O)c([N+](=O)[O-])c1 (centres undefined)	1	1	-18	8	2	4	-19	21	2
Clc1ccc(-c2csc(N/N=C/c3ccco3)n2)cc1	9	-1	-3	-2	-3	2	15	20	2
COc1cc(C(=O)N2CCN(c3cc(Cl)ccc3Cl)CC2)cc(OC)c1OC	-5	1	-2	0	0	4	-8	8	1
Cc1ccc(S(=O)(=O)N(CC(O)CN2CCOCC2)c2cccc([N+](=O)[O-])c2)cc1 (centres undefined)	2	3	-2	-4	13	-4	14	-10	7
Cc1cc(NC(=O)Nc2ccc(Cl)c(Cl)c2)n(-c2ccccc2)n1	6	-19	-5	0	20	1	2	2	-7
CCc1nnc(NS(=O)(=O)c2ccc(NC(=O)c3cccc(Cl)c3)cc2)s1	-10	-2	0	4	-5	-5	12	0	4
O=C(COC(=O)CSc1ccc([N+](=O)[O-])cc1)NCCC1=CCCCC1	10	-4	.	18	10	-6	-10	9	-9
COc1ccc(NS(=O)(=O)c2cc(C(=O)O)ccc2C)cc1	-3	2	-4	0	-3	9	-8	-2	3
O=C(c1ccc(F)cc1)c1ccc(CN2C(=O)c3ccccc3C2=O)o1	5	-4	4	1	-6	1	9	8	0
CCn1c(CCNC(=O)c2cccs2)nnc1SCC(=O)NC1CCCCC1	6	1	7	0	-7	-2	7	2	3
O=C(CCCOc1ccccc1)Nc1ccc(S(=O)(=O)Nc2ccccn2)cc1	8	-1	7	7	-4	24	10	-9	6
Oc1ccc(/C=C/c2nc(-c3ccccc3O)n(-c3ccccc3)n2)cc1	2	-1	13	1	-3	-8	9	1	11
CCc1ccc(-c2cc(C)no2)cc1S(=O)(=O)Nc1ccccn1	5	5	-6	1	9	2	-5	4	-4
O=C(NCc1ccccc1)N1CCC(CO)(CCc2ccccc2)CC1	7	-1	-4	2	0	2	12	-8	2

3 of the entries above in order of their number in PAFAH1B3 FP inh, falling:
mol	pPAFAH FP inh	EBNA-1 inhibitor	PAFAH1B2 FP inh	PAFAH2 inh	PREPL inh	PAFAH1B3 FP inh
CCn1c(CCNC(=O)c2cccs2)nnc1SCC(=O)NC1CCCCC1	6	7	0	-2	2	3
Cc1cc(NC(=O)Nc2ccc(Cl)c(Cl)c2)n(-c2ccccc2)n1	6	-5	0	1	2	-7
O=C(COC(=O)CSc1ccc([N+](=O)[O-])cc1)NCCC1=CCCCC1	10	.	18	-6	9	-9

(cont.)
SMILES	pPAFAH FP inh	LYPLA1 counter	EBNA-1 inhibitor	PAFAH1B2 FP inh	LYPLA2 inh	PAFAH2 inh	ZTA DNA inh	PREPL inh	PAFAH1B3 FP inh
Cc1cccc(C)c1OCC(=O)Nc1cccc(S(=O)(=O)N2CCCC2)c1	2	-4	5	-1	-7	4	-14	1	9
COc1ccc(-c2cc(C(F)(F)F)nc(SCC(=O)N3CCOCC3)n2)cc1OC	-2	3	-5	1	0	-6	21	-2	-4
CCC(c1nnc(SCC(=O)Nc2nnc(-c3ccccc3)o2)n1Cc1ccccc1)N(C)C (centres undefined)	4	-3	2	5	-1	-4	-13	15	11
COc1cccc(NS(=O)(=O)c2ccc3c(c2)NC(=O)C(C)S3)c1 (centres undefined)	4	-1	1	8	5	22	-1	-7	7
c1ccc(N2CCN(Cc3ccnc4ccccc34)CC2)cc1	-4	1	-2	7	10	-5	10	17	3
CC(C)CNC(=O)CC(NCC(C)C)C(=O)O (centres undefined)	2	-1	8	.	7	.	7	1	.
COc1cc(-c2csc(CCn3nc(C)cc3C)n2)cc(OC)c1OC	4	0	-8	1	3	3	13	5	3
COc1ccc(-c2nc(-c3cccnc3)no2)cc1	-4	-1	3	2	-7	-10	8	12	1
Cc1ccc(C(=O)COC(=O)c2cc(=O)[nH]c3ccccc23)cc1C	0	-6	12	-10	-12	-9	9	-8	-22
CCCCN(CCCC)Cc1ccc(C(=O)NNC(=O)Nc2ccc(Cl)cc2)o1	0	-2	12	-1	-2	-10	12	4	-8
Cc1cc(SCC(=O)O)nc2ccccc12	-5&-1	-1&1	-12&2	4&5	-2&-2	1&4	-12&-15	-7&-4	4&1
N[C@@H](Cc1ccc(O)cc1)c1nnc([C@H](CO)NC(=O)C2CCNCC2)o1	3	1	-15	-1	-3	5	-8	0	6
CC1CCCC(C(=O)O)N1C(=O)CCSC(=O)c1ccccc1 (centres undefined)	1	2	6	2	-5	44*	15	-2	11
COc1cc(NC(=O)CC(C)C)ccc1NC(=O)c1ccco1	2	0	8	6	-2	-3	8	-7	-2
Nc1ccc2nn(-c3ccc(F)cc3)nc2c1	5	-5	-3	1	-4	6	-1	9	28*
COCCN(C(=O)/C=C/c1ccccc1)c1nnc(-c2cccnc2)s1	4	2	6	1	4	-1	11	2	-3
COc1ccccc1C(=O)Nc1ccccc1C(=O)Nc1ccccc1	-1	-6	0	.	-4	.	9	11	.
O=C(CN1CCN(C(=O)c2ccco2)CC1)NCc1ccc(Cl)cc1	12	4	-20	4	6	0	0	8	-2
c1ccc(CSc2ncccn2)cc1	-3	0	-11	0	0	2	7	2	6
CC1CCCC(C)N1CCCNC(=O)CN1C(=O)c2cccnc2Oc2ccc(Cl)cc21 (centres undefined)	1	0	-1	3	-6	2	-23	3	5
CCC(C)NC(=O)c1ccccc1NC(=O)Nc1ccccc1 (centres undefined)	2	1	2	1	3	2	-30	13	4
CCc1ccc(NC(=S)NC2CCN(Cc3ccccc3)CC2)cc1	-3	1	3	1	11	4	-2	0	-15
O=C(C[C@H]1C(=O)N(C2CCCCC2)C[C@@H]1Cc1ccccc1)Nc1ccccc1	7	1	-1	4	1	1	1	2	13
CC(=O)NCCC(=O)Nc1nc(-c2ccc3c(c2)OCCO3)cs1	-9	-1	-5	4	-4	10	6	-1	9
O=C(O)CCSc1nnc(CNc2ccc(Cl)cc2)n1Cc1ccccc1	-1	1	4	24	-3	-8	-2	5	-1
O=C(Nc1nnc(C2CC2)s1)C1CCCCN1S(=O)(=O)c1ccccc1 (centres undefined)	-4	-1	-2	3	4	6	-23	13	11
CN1CCN(C(=O)c2ccc(F)c(F)c2)CC1	-1	-2	-13	-1	-3	-9	-23	7	-4
O=c1oc(-c2ccccc2)nc2ccsc12	1	-8	-1	-4	-8	44*	-11	5	4
CCN(CC)C(=O)C(=O)c1cccn1-c1c(Cl)cccc1C#N	5	0	2	-4	4	0	0	-3	17
O=c1c2ccsc2ncn1Cc1ccccc1F	-6	2	-3	5	2	1	9	17	-3
COc1ccc(C(=O)COC(=O)c2ccccn2)cc1OC	0	3	.	-4	8	0	-15	18	10
COc1ccc(OC)c(-c2csc(NC(=O)Cc3ccc(OC)c(OC)c3)n2)c1	6	-9	-10	4	-9	-7	-23	13	10
COc1ccc(Oc2nccc(-c3ccc(F)cc3)c2C#N)cc1	3	-3	-3	4	2	1	-2	0	3
COC(=O)c1cnn(-c2ccccc2)c1N	3	0	1	2	6	-5	-1	7	0
CCOC(=O)Cn1c(C)cc(COC)c(C#N)c1=O	2	3	5	2	2	-4	-2	4	13
Nc1c(Cl)cc(-c2csc(N3CCCC3c3nc4cc(Cl)c(N5CCCCC5)cc4n3CCOCCO)n2)cc1Cl (centres undefined)	11	-4	0	-1	11	1	20	19	9
CCOC(=O)c1cc(C)nn1-c1nc(Cl)cc(OC)n1	-2	-2	8	0	1	-5	3	3	5
CCN(CC)C(=O)c1[nH]cnc1C(=O)NCc1ccccc1	0	.	.	-3	.	-1	.	17	-10
COc1ccc(Br)cc1C(=O)Nc1cccc(-c2nnc(-c3ccco3)o2)c1	2	-5	-3	-11	-2	8	7	-3	-12
CCOC(=O)Cc1nnc(NC(=O)CSc2ncc(-c3ccccc3)nn2)s1	11	-4	6	2	1	4	12	-9	6
O=c1[nH]c(CN(CCc2ccccc2)S(=O)(=O)c2ccc(Cl)cc2)nc2ccccc12	5	0	7	4	-2	20	12	-4	-1
CC(=O)c1cccc(-n2nnnc2SCC(=O)NNC(=O)C2CCCCC2)c1	2	-3	-6	-4	-1	4	-7	8	19
CN(C)C(C)(C)C#CCC(c1ccccc1)c1ccccc1	2	0	-3	0	6	-8	-14	-7	10
Cn1c(=O)c2c(nc(NCc3ccco3)n2CC(O)COc2ccccc2)n(C)c1=O (centres undefined)	4	3	1	-1	-5	5	-5	1	-5
O=C1CCCC/C1=C/Nc1ccc(C(=O)O)cc1	-3	-2	-4	0	2	5	-1	2	-2
Cc1nc(NC(=O)CCC(=O)O)sc1C(=O)N(C)C	3	-1	-4	7	0	10	4	-2	0
CC(OC(=O)c1cccnc1Cl)C(=O)Nc1ccc(S(N)(=O)=O)cc1 (centres undefined)	2	1	-10	7	-3	3	-7	4	5
Cc1ccc(S(=O)(=O)N2CCC(C(=O)NN3CCCCC3)CC2)cc1	-3	-1	.	0	-7	-4	-17	6	-7
CCC(=O)n1nc(-c2cccnc2)nc1NCc1cccs1	-1	0	-2	-3	0	-1	-11	2	2
COc1cc(CN2CCCCC2)ccc1OCc1ccccc1	-5	-2	-9	0	4	-5	4	-7	6

(next part)
SMILES	pPAFAH FP inh	LYPLA1 counter	EBNA-1 inhibitor	PAFAH1B2 FP inh	LYPLA2 inh	PAFAH2 inh	ZTA DNA inh	PREPL inh	PAFAH1B3 FP inh
CCc1ccc(/C=C2\Oc3c(ccc(O)c3CN3CCN(CCO)CC3)C2=O)cc1	2	-1	-5	-1	4	58*	-12	-3	0
COc1ccc(NC(=O)c2ccccc2NC(=O)COc2ccccc2)cc1	-5	2	-2	-2	-2	-10	10	2	-1
CN1CCN(S(=O)(=O)c2ccc(N)cc2)CC1	1	1	4	6	-2	11	-5	4	7
COc1cc(C2NC(=O)NC(O)(C(F)(F)F)C2C(=O)c2ccc(Cl)cc2)ccc1O (centres undefined)	3	5	-9	1	6	-6	-10	4	12
O=S1(=O)[C@H]2C[C@H](CO)O[C@@]2(CO)CN1Cc1ccc(-c2ccc(F)cc2)cc1	-4	.	.	2	.	-3	.	.	7
CCC1C(C#N)=C(SC)NC2=C1C(=O)CC(C)(C)C2 (centres undefined)	-1	-1	5	4	3	-6	9	7	8
C=CCNC(=O)c1onc(CSc2ccncc2)c1C(=O)NCC=C	-1	2	2	3	2	7	-1	-1	3
N#Cc1c(SCC(N)=O)nsc1SCc1ccccc1Cl	19	0	5	5	15	3	19	-13	0
CCN1CCN(C(c2cccs2)C(C)NS(=O)(=O)c2ccccc2)CC1 (centres undefined)	3	0	4	-2	0	-4	3	-14	-6
Cc1ccc(SCC(=O)Nc2ccc(N3CCN(C)CC3)c(F)c2)c(C)c1	0	-2	-5	1	-8	-2	3	17	-5
N#Cc1c(N2C(=O)Nc3ccccc3N2O)sc2c1CCCC2	2	0	-7	10	-3	-2	-2	2	3
Cc1ccc(-c2nnn(CC(=O)N(Cc3cccs3)C(C(=O)NC(C)(C)C)c3ccco3)n2)o1 (centres undefined)	0	0	-6	2	6	2	-1	15	5

Compound activity as filed in PubChem BioAssay.
